Insulin prom up: insulin promoter activators in MIN6 cells, imaging, high-content screening, mouse beta cells; MIN6 insulin promoter-GFP reporter; hits give high values; z-score at 5 µM; 190,000 tested, 0.3% active;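 active = z-score above 3 at 5 µM with at least 500 cells counted in the well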
Yfh1-off respiration: enhancers of respiration in Yfh1-depleted yeast, dose response, Friedreich's ataxia, plus single-dose screen (AID 1465); S. cerevisiae Yfh1-off respiration, WST-1 reduction, 72 h; higher fold induction means a stronger effect; fold induction at 50 µM; hits with a dose series show EC50 in µM; 220,000 tested, 0.074% active;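 active = fold induction of absorbance versus untreated yeast above a set limit, then at least 30% activation at any dose in follow-up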;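 also: activators that raise dye reduction in frataxin-depleted yeast; strong numbers were not always called active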
Autophagy HCS: autophagy modulators in MEF cells, primary screen, imaging, high-content, MEF GFP-LC3. MEF GFP-LC3 puncta imaging; test concentration mostly 10 µM. calls only at 10 µM (by protocol). 190,000 tested, 0.98% active;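 active = percentage of spot-positive cells more than 3 SD above its plate mean, without a fluorescence outlier flag or 80% toxicity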;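 also: spot-positive cell cutoff set from DMSO-treated cells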
WT yeast gro inh: growth inhibition of WT strain, primary screen, mitochondrial fusion inhibitor project, WT and mutant strains, chemical genetic | inhibition, % at 10 µM | AID 1362, 2008 | mitochondrial fusion phenotypic screen | 190,000 tested, 2.1% active; in the data active = inhibition above about 58%; tested in S. cerevisiae
Dynein transport: inhibitors of GR-EGFP nuclear translocation, primary screen, dynein cargo transport inhibitor project, imaging, high-content, 3617.4 mouse cells. test concentration mostly 20 µM; stimulated with dexamethasone, 1 µM; hits give low values. z-score, hits read low. 220,000 tested, 0.47% active. AID 1381, 2008;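 active = plate z-score of nuclear minus cytoplasmic receptor signal below a set negative limit, without overly bright fluorescence or cell loss, cut at about -3.5 in these data, passing the limit was not always enough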;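 also: z-score of nuclear minus cytoplasmic ring GR-EGFP intensity difference per well; some compounds called inactive have numbers as strong as hits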
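Buffer or medium – tet-free medium with charcoal-stripped serum · Signal – automated 10x imaging of fixed Hoechst-stained cells · Also added – dexamethasone agonist, 1.0 µM final, for 30 min · Incubation – induction 48 h, compound 1 h, agonist 30 min · Read-out – GR-EGFP nuclear translocation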
HIV fusion peptide: inhibitors of HIV fusion peptide binding, primary screen, biochemical, uHTS, fluorescence dequenching (AID 1986); cell-free peptide binding, fluorescence dequenching, 30 min; higher % means a stronger effect; 290,000 tested, 0.3% active; inhibition, % at 20 µM; hits with a dose series show IC50 in µM; in the data active = inhibition mostly above about 52%, no sharp cut-off; inactive = mostly below about 76%; also: some results filed as inactive read as strong as hits
AID2073: inhibitors of Mint1-CaV2.2 protein interaction, biochemical, HTRF (AID 2073); Voltage-dependent N-type calcium channel subunit alpha-1B (Homo sapiens); HTRF protein-protein interaction, Mint1-CaV2.2; higher % means a stronger effect; inhibition, % at 20 µM; hits with a dose series show IC50 in µM; 290,000 tested, 0.19% active; in the data active = inhibition mostly above about 51%, no sharp cut-off; also: some results filed as inactive read as strong as hits
b-catenin transl: modulators of beta-catenin nuclear translocation, primary screen, imaging, HeLa cells, immunofluorescence, high-content; AID 1665, 2009; 190,000 tested, 0.3% active; nuclear translocation activity, % at 5 µM;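 active = nuclear translocation activity above 50% at 5 µM, with a well cell count of 50 or more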;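 also: per-cell ratio of nuclear to cytoplasmic median beta-catenin stain intensity; plate controls were DMSO negative control for no effect and GSK-3 inhibitor IX positive control for full effect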
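Test system: human HeLa cell line; Doses: 5 µM primary, 0.02–20 µM confirmation; Incubation: 24 h compound exposure, 37°C; Detection: beta-catenin immunofluorescence imaging with DAPI; Read-out: beta-catenin nuclear/cytoplasmic ratio, % activation.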
MT stabilizer: microtubule stabilizers in HeLa cells, primary screen, imaging, high-content imaging. HeLa tubulin immunostaining HCS, 24 h; share of cells brighter than vehicle mean+2SD. % tubulin-high responders, % at 10 µM. 200,000 tested, 0.83% active;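 active = plate Z-score above 3 for both tubulin-high and condensed-nucleus cell shares, with cell loss under 80%, at 10 µM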;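 also: anti alpha tubulin signal scored within the nucleus-defined area of each cell; some results filed as inactive read as strong as hits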
WT yeast gro inh mutant strain: also measured in WT yeast gro inh; calls as there; inhibition, %; mitochondrial fusion phenotypic screen, mutant strain inhibition
Dynein transport cytoplasmic EGFP: recorded beside Dynein transport, whose call it bears; z-score; measured here: cytoplasmic GR-EGFP intensity; hits give high values
Dynein transport nuclear GR-EGFP: also measured in Dynein transport; calls as there; z-score; measured here: nuclear GR-EGFP intensity;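 lower value marks the stronger effect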
Dynein transport cell count: second read-out of Dynein transport, no call of its own (marks repeat the call); z-score; measured here: cell count per field
Insulin prom up cell count: recorded beside Insulin prom up, whose call it bears; cell count; measured here: cytotoxicity, nuclei count;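 total cells summed across four imaged fields per well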
b-catenin transl cell count 5 µM: further read-out of b-catenin transl, marked with its call; cell count; measured here: cell count, cytotoxicity flag
MT stabilizer Hoechst-high %: second read-out of MT stabilizer, no call of its own (marks repeat the call); % Hoechst-high responders; measured here: nuclear condensation Hoechst responders;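 share of cells brighter than vehicle mean plus two SD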
MT stabilizer cytotoxicity %: second read-out of MT stabilizer, no call of its own (marks repeat the call); toxicity, %; measured here: cytotoxicity by cell density;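 0% = mean cell density of plate MIN control wells and 100% = no cells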
Autophagy HCS cell loss 18 h: recorded beside Autophagy HCS, whose call it bears; toxicity, %; measured here: cell loss, nuclei count;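 cell loss after 18 h compound exposure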
The depositor's hits bear a star; i = inactive; . = not tested or not shown.

SMILES	Insulin prom up	Insulin prom up cell count	Yfh1-off respiration	Autophagy HCS	Autophagy HCS cell loss 18 h	WT yeast gro inh	WT yeast gro inh mutant strain	Dynein transport	Dynein transport cytoplasmic EGFP	Dynein transport nuclear GR-EGFP	Dynein transport cell count	HIV fusion peptide	AID2073	b-catenin transl	b-catenin transl cell count 5 µM	MT stabilizer	MT stabilizer Hoechst-high %	MT stabilizer cytotoxicity %
COc1ccc(C2CC(c3ccccc3)=NN2C(=O)COC(=O)c2nc3nccc(C)n3n2)cc1 (stereo not drawn)	-0.74	1551	i	i	-19.3	0.6	-2.1	-0.972	-0.282	-0.491	0.781	-1.0%	11.3%	-1.2	1120	6.4	1.9	5.3
CC(C)(C)NC(=O)C(c1cccs1)N(C(=O)C(=O)NC1CCCC1)c1ccccc1F (stereo not drawn)	-0.34	1472	i	i	5.3	-20.0	2.5	-0.696	-0.346	-0.216	1.53	-0.6%	1.3%	-1.2	978	2.6	1.5	10.7
COc1cc(NS(=O)(=O)c2ccc(NC(=O)COc3ccccc3C)cc2)nc(OC)n1	0.31	947	i	i	-9.1	18.7	9.8	-0.902	-0.204	-0.393	1.55	-1.8%	7.1%	1.6	1119	2.1	1.6	7.7
CN(C)c1ccc(S(=O)(=O)N(C)C)cc1[N+](=O)[O-]	1.97	1270	i	i	-5.4	5.5	17.6	-0.116	-0.331	0.301	-0.00288	-3.0%	-2.3%	3.9	1019	1.6	1.7	2.3
CC(=O)C1=C(O)C(=O)N(CCC(=O)O)C1c1ccccc1[N+](=O)[O-] (stereo not drawn)	-0.48	1428	i	i	4.4	0.9	5.0	-0.402	-0.33	-0.362	0.729	-0.7%	5.1%	0.6	1511	2.4	1.3	8.5
CCCSc1nc2sc3c(c2c(=O)[nH]1)CCN(Cc1ccccc1)C3	.	.	i	i	-5.8	10.4	-3.8	2.26	3.74	1.8	-1.05	45.0%	31.8%	0.5	1042	2.2	1.4	9.4
NC(=S)N/N=C/c1ccc(-c2cccc([N+](=O)[O-])c2)o1	0.52	1521	.	i	15.8	20.6	17.3	0.925	-0.128	1.24	-0.524	-1.0%	8.3%	-1.2	1353	3.6	4.3	6.9
COc1ccc(Sc2nc(-c3ccccn3)ncc2OC)cc1	-1.48	943	i	i	-6.6	63.0	66.6	1.28	-0.314	0.876	-1.34	0.2%	3.5%	-1.7	1124	3.0	3.9	10.2
CCO[C@@H]1OC(C(=O)N2CCOCC2)=C[C@H](C2CCCCC2)[C@H]1CCCO	1.44	1071	i	i	0.3	4.1	5.0	0.412	-0.275	0.491	-0.125	2.1%	9.3%	-0.1	1055	2.4	2.3	7.0
Cn1c(CN2CCCCC2)nc2cc(NC(=O)c3ccc(Cl)cc3)ccc21	.	.	i	i	-8.3	70.5*	-22.7*	0.0258	-0.0576	-0.391	-0.458	-2.9%	-12.0%	.	.	3.4	2.7	5.0
O=C(O)c1cc(-c2ccco2)nc2cc3ccccc3cc12	-0.12	1116	i	.	.	.	.	0.671	-0.272	0.25	-0.374	35.7%	12.8%	-1.4	1278	.	.	.
Cn1c(Cn2cnc([N+](=O)[O-])n2)nnc1SCC(=O)Nc1ccc(Br)cc1	0.62	1303	i	i	-10.8	-2.6	7.9	-0.761	-0.206	-0.762	0.162	-0.1%	1.7%	-0.7	1082	1.5	1.8	2.8
Cc1ccc(S(=O)(=O)N2CCCC(NC(=O)N3CCN(c4ccccc4)CC3)C2)cc1 (stereo not drawn)	-0.09	1236	i	i	13.7	13.7	3.4	-0.31	-0.411	-0.251	-0.0471	1.4%	-2.2%	-5.2	1172	2.3	1.1	2.3
COc1ccc(C(=O)NCCSC2CCCCC2)cc1	0.14	1430	i	i	-7.5	-2.9	3.8	-0.256	-0.222	0.0129	0.224	1.2%	2.1%	-1.7	1027	1.4	2.1	4.8
Cc1ccc(N2C(=O)CSC2c2cccs2)cc1 (stereo not drawn)	-0.08	1397	i	i	-5.7	7.0	-2.5	0.142	-0.225	0.211	0.0521	-3.0%	-3.6%	0.5	1116	1.1	1.2	8.0
CC/C(=C\C(=O)c1cccnc1)Nc1ccc(C)c(C)c1	-0.57	1117	i	i	9.5	44.5	14.7	0.502	-0.417	0.243	0.0873	20.7%	-10.0%	0.5	920	5.2	2.4	5.6
CCCN(Cc1cc2cc(C)ccc2[nH]c1=O)C(=O)c1ccccn1	-0.28	1159	i	.	.	.	.	1.42	-0.182	0.648	-1.29	2.1%	2.0%	2.3	1315	.	.	.
NC(=O)c1c(N)sc2c1CCC2	-0.23	1354	i	i	36.5	4.4	-2.6	1.86	0.017	1.34	-1.93	4.1%	13.5%	-0.9	1101	2.2	1.2	6.6
Cc1ccc(S(=O)(=O)N2CCCC2C(=O)Nc2ccc(O)cc2)cc1 (stereo not drawn)	0.93	1464	i	i	19.2	-22.6	9.7	-1.26	-0.223	-0.255	0.616	3.1%	4.3%	-2.1	1053	2.0	2.1	6.5
Cc1ccc(/C=C/C2=NN(Cc3ccc(Cl)c(Cl)c3)C(=O)CC2)cc1	0.29	740	i	i	-0.9	39.5	13.9	0.401	0.0412	0.109	-0.00765	-1.0%	2.0%	3.8	1004	1.1	1.1	11.8
CCN(CCNC(=O)Cn1c(=O)sc2ccccc21)c1ccccc1	0.01	797	i	i	-13.0	-1.3	7.8	-0.399	-0.271	-0.181	0.785	-4.6%	-9.1%	-1.0	1091	2.4	2.9	7.9
CCCCNC(=O)/C=C1\Sc2ccccc2NC1=O	-0.53	1460	i	i	7.3	8.7	8.6	0.0526	-0.255	0.101	-0.262	4.0%	-5.8%	1.5	1065	2.1	1.7	3.7
O=C(Nc1cccc(NC(=O)c2ccc(Br)o2)n1)c1ccc(Br)o1	0.95	1435	i	i	-5.4	10.5	22.4	-0.638	-0.167	-0.383	0.76	1.2%	-14.4%	-0.3	1148	3.3	2.5	6.1
Cc1noc(/C=C/N(C)C)c1S(=O)(=O)N1CCCC(C(=O)NC(C)c2ccccc2)C1 (stereo not drawn)	0.53	1416	i	i	-71.1	0.2	10.1	-0.298	-0.379	-0.109	0.838	4.4%	5.7%	-3.2	1290	2.6	1.6	5.6
CS(=O)(=O)N1CCC(C(=O)N2CCN(c3ccc(F)cc3)CC2)CC1	0.41	1612	i	i	1.9	5.0	3.0	1.81	-0.0189	1.7	-2.21	0.3%	6.2%	0.8	1441	2.1	1.2	7.1
O=c1oc2ccc3ccccc3c2cc1-c1nnc(-c2cccs2)o1	-0.34	1317	i	i	-24.1	-5.2	-21.2	0.181	-0.156	-0.0918	0.333	7.6%	19.0%	-0.7	943	1.6	2.4	4.1
COCCn1c(CN2CCN(c3ccccc3)CC2)nc2c1c(=O)n(C)c(=O)n2C	.	.	i	i	13.9	.	.	-0.908	-0.261	-0.572	0.531	.	.	.	.	1.9	2.0	4.5
O=C(CCC1CCCC1)Nc1ccc(C(=O)NCc2cccnc2)cc1	-4.65	621	i	i	-13.0	-6.2	-6.8	0.7	-0.268	-0.336	0.822	1.9%	10.3%	0.0	1052	4.5	2.0	14.2
COc1ccc(NS(=O)(=O)c2ccc(S(=O)(=O)N3CCOCC3)cc2)cc1	0.54	1220	i	i	-5.1	-0.9	-11.6	-1.45	-0.301	-1.06	1.35	0.2%	-6.8%	-0.2	1084	2.1	2.0	3.6
Cc1ccccc1C(=O)c1c[nH]c(C(N)=O)c1	-0.12	1600	i	i	-5.0	-9.8	-0.2	0.642	-0.161	0.0185	0.252	-0.9%	4.3%	-2.1	1483	2.1	1.2	6.8
Cc1ccccc1OCCn1cc(C(=O)C(=O)N2CCOCC2)c2ccccc21	-0.03	1722	i	i	14.0	3.8	17.6	-1.16	-0.338	-0.247	0.673	-3.2%	-4.0%	-2.2	915	3.9	1.8	10.2
CCC(C)c1ccc(NC(=O)COC(=O)C2=COCCO2)cc1 (stereo not drawn)	.	.	i	i	-5.3	19.3	15.5	-0.737	-0.213	-0.0589	0.0921	0.5%	1.7%	.	.	2.3	2.5	5.1
c1ccc(-c2ccc(-n3ccnc3)cc2)cc1	-0.84	1102	i	i	-3.0	-28.3	9.1	-0.578	-0.15	0.0534	0.591	1.9%	2.9%	-0.1	1160	6.5	1.0	2.5
COc1ccc(-c2nc3ccccc3c(=O)n2N)cc1	0.2	1540	i	i	2.4	8.8	-30.1	0.00896	-0.0314	-0.0969	0.657	-3.0%	-5.5%	2.0	1377	1.7	1.2	8.9
CC(C)NC(=O)Cn1c(=O)cnc2ccccc21	0.39	1423	i	i	-1.9	-19.8	-20.0	2.63	1.14	1.18	-1.62	0.3%	1.2%	-0.8	1017	6.1	5.3	13.9
O=C(O)COc1ccccc1/C=C1\SC(=S)N(c2cccnc2)C1=O	-0.22	1307	i	.	.	.	.	0.65	-0.118	0.23	-0.113	6.8%	-21.9%	0.2	1012	.	.	.

Source: PubChem
